From PubChem
DRD3 antagonist = qHTS of D3 Dopamine Receptor Antagonist: qHTS; D(3) dopamine receptor (Homo sapiens), P35462; D3R cells, DiscoveRx beta-arrestin luminescence, antagonist mode; active compounds read low; max response, negative = inhibition, %; 360,000 compounds, 2.5% hits; AID 652054, 2013; in the data active = max response below about -50%; inconclusive = no clear call, values can overlap the other calls; note: % is set by controls: 0 for no effect and ±100 for the full control effect; mostly tested at two doses, the higher about 12 µM
Target sequence (P35462 whole entry, looked up): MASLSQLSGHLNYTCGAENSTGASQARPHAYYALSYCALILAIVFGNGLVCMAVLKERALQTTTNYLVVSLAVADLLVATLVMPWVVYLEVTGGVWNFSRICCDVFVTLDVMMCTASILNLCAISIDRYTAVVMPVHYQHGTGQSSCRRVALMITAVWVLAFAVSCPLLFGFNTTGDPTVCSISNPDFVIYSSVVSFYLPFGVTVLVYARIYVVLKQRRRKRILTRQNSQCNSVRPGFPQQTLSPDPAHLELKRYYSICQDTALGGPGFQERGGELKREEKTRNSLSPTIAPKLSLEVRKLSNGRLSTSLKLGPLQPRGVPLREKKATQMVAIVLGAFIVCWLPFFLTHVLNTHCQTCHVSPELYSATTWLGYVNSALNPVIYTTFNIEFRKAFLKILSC
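Cells expressing the human receptor were seeded at 1500 cells/well, incubated overnight at 37 degrees C in 5% CO2, then exposed to library compounds with dopamine controls for 90 minutes at 37 degrees C before luminescent detection.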
EPAC2 antag = qHTS for Antagonist of cAMP-regulated guanine nucleotide exchange factor 2 (EPAC2): primary screen. 360,000 compounds, 0.18% hits. EPAC2 GEF exchange of Rap1B-BODIPY-GDP, fluorescence. Rap guanine nucleotide exchange factor 4 (Homo sapiens), Q8WZA2. AID 720708, 2013. Potency, µM (titrated, usually from 114 µM), for the others: at the top dose activity, negative = inhibition, usual class: inhibitors; note: potency is the fitted concentration of half-maximal effect; % is set by controls: 0 for no effect and ±100 for the full control effect; nearly all actives have a fitted effect of over 45% in size; many of its hits are not listed in these tables
TDP43 rescue = qHTS of TDP-43 Inhibitors; Potency, µM (series often up to 46.1 µM), inactives show at the highest dose growth rescue (activation), most hits filed as activators; AID 652104, 2013; 410,000 compounds, 1.8% hits; TDP-43 expressing yeast growth rescue, BacTiter-Glo, 24 h; note: potency is the fitted concentration of half-maximal effect; % of control where 0% means no effect; nearly all actives have a fitted effect of over 50% in size
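Galactose-induced TDP-43 yeast, OD600=0.02, compound pinned; 24 hr, 30 deg C; BacTiter-Glo luminescence for growth. Inhibitors of TDP-43 toxicity read as activators.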
D3 ag = qHTS of D3 Dopamine Receptor Agonist: qHTS | D3R DiscoveRx beta-arrestin cells, luminescence, 90 min | max activation, % | 410,000 compounds, 0.58% hits; in the data active = max activation above about 30%; note: 0% is about no effect; mostly tested at two doses, the higher about 12 µM
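Cells at 1500/well, incubated overnight, then treated with pinned compounds (dopamine as control) for 90 min at 37 degrees C. DiscoveRx reagent added for 30 - 60 minutes at room temperature; luminescence read.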
Abeta rescue = qHTS for compounds that reverse cellular toxicity of Amyloid beta (A-beta) peptide in yeast: Primary Screen | Potency, µM (doses to about 46.1 µM), for inactives: at the highest dose growth rescue, hits mostly activators | AID 1347071, 2019 | yeast expressing A-beta42, growth rescue, OD600, 48 h; response scale: 0% DMSO, 100% iron-clioquinol control | 410,000 compounds, 0.063% hits; note: potency is the fitted concentration of half-maximal effect; nearly all actives have a fitted effect of over 55% in size
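Yeast growth medium received pinned compounds, then yeast cells expressing toxic A-beta were added; plates incubated at 30 C for 48 hr. Growth read as absorbance at 600 nm, normalized to DMSO and equimolar FeCl3 plus clioquinol controls.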
FUS yeast rescue = qHTS for Suppressors of FUS Proteinopathy: Primary screen using FUS-linked yeast assay; S. cerevisiae FUS-expressing, growth rescue, OD600, 24 h; Potency, µM (highest dose often 76.6 µM), inactives show top-dose growth rescue (activation), actives largely listed as activators; 390,000 compounds, 0.24% hits; AID 1347120, 2019;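 note: potency is the fitted concentration of half-maximal effect; plate controls were DMSO vehicle for no effect and reference control for full effect; nearly all actives have a fitted effect of over 55% in size; some results filed as inactive show a strong effect at the top dose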
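Compound concentration series was pinned onto galactose-induced FUS-expressing yeast seeded at OD 0.005. Plates sat 24hr at 30C; absorbance at 600 nm gave growth. DMSO served as background control.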
EPAC2 ag = qHTS for Agonist of cAMP-regulated guanine nucleotide exchange factor 4 (EPAC2): primary screen | Rap guanine nucleotide exchange factor 4 (Homo sapiens), Q8WZA2 | EPAC2 activation, biochemical qHTS; response scale: 100% = 6.5 mM cAMP response | Potency, µM (series often up to 154 µM), without a hit: top-dose activation, actives largely listed as activators | 360,000 compounds, 0.079% hits; note: potency is the fitted concentration of half-maximal effect; nearly all actives have a fitted effect of over 50% in size
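EPAC2 (100 nM) mixed with Rap1B loaded with BODIPY-GDP (250 nM) plus 50 uM unlabeled GDP; compounds pinned in, 5 min RT, then read every 5 min for 30 min (ex 480, em 540 nm). Normalized to cAMP control.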
aSyn yeast inh = qHTS of alpha-syn Inhibitors; Yeast expressing alpha-synuclein, growth rescue, BacTiter-Glo, 24 h; AID 652106, 2013; 370,000 compounds, 0.14% hits; Potency, µM (series often up to 46.1 µM), for the others: top-dose growth rescue (activation), hits mostly activators; note: potency is the fitted concentration of half-maximal effect; % of control where 0% means no effect; nearly all actives have a fitted effect of over 65% in size
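Screening used galactose-induced yeast with toxic alpha-synuclein levels, exposed to compound for 24 hr at 30 deg C. Cell growth, read with BacTiter-Glo luminescence, gave the measured signal.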
Numbers without * were called inactive; u = inconclusive; x = no result given; [ ] = dose if it differs, or a comment. Unless noted, calls come from the whole dose curve; as a rule, active = well fitted curve in the direction sought with a large enough effect; inconclusive = small, poorly fitted or top-dose-only effect, or another doubt; inactive = no such curve, though single readings can be large; an effect the other way counts as inactive or inconclusive. The list is partial; count on the stated rates, not on these rows.

Every second line gives: DRD3 antagonist	EPAC2 antag	TDP43 rescue	D3 ag	Abeta rescue	FUS yeast rescue	EPAC2 ag	aSyn yeast inh
COC(=O)N/C(C)=C1/NC(=O)c2ccccc2C(c2ccccc2)N1 (stereo unspecified)
    8.2	-1.3%	-7.0%	-10.5	-12.0%	2.9%	6.8%	-0.7%
CC(C)=CCN1CCN(Cc2cc3ccccc3[nH]2)CC1CCO (stereo unspecified)
    u	9.1%	-15.6%	-4.3	-8.1%	-8.4%	2.3%	1.7%
Cc1ccc(C(=O)CCC(=O)NN2C(=O)NC3(CCCCC3)C2=O)cc1
    5.7	1.9%	0.0%	-3.1	-4.0%	25.7%	2.1%	6.8%
CCN(C(=O)CSc1nnc(-c2cccs2)n1CC)C1CCS(=O)(=O)C1 (stereo unspecified)
    14.6	6.4%	-6.5%	9.4	3.3%	-15.4%	-0.6%	0.1%
CCN(CC(=O)NCc1ccc(Cl)cc1)C(=O)c1cnc(Cl)c(Cl)c1
    -10.2	3.0%	-14.5%	5.5	-23.1%	-1.7%	2.2%	1.5%
O=C(CSc1nnnn1C1CCCC1)N1CCN(C(=O)c2ccco2)CC1
    18.4	-1.0%	-13.5%	-1.5	-13.2%	9.8%	9.6%	0.0%
CCOc1ccc(Oc2ccccc2NC(=O)C2=COCCO2)cc1
    15.8	-5.9%	0.0%	5.2	u	7.7%	-1.8%	-0.3%
O=[N+]([O-])c1cccc(N(CC(O)CN2CCCCC2)S(=O)(=O)c2ccccc2)c1 (stereo unspecified)
    -3.3	4.2%	2.9%	-6.9	-7.0%	19.3%	0.0%	-5.8%
CN(CC(=O)Nc1cccc(F)c1)CC(=O)Nc1cc(S(=O)(=O)N2CCOCC2)ccc1Cl
    -18.3	-12.0%	7.7%	8.5	10.4%	21.0%	15.8%	-1.3%
O=c1cc(-c2ccc(Cl)cc2)[nH]c2ccccc12
    -3.6	-12.7%	7.8%	-3.4	-8.0%	-21.5%	7.8%	-15.7%
Cc1cc(N2CCN(C(=O)c3ccco3)CC2)n2ncnc2n1
    -9.7	10.9%	9.6%	-6.3	1.2%	4.2%	6.0%	1.8%
O=[N+]([O-])c1cc(C(F)(F)F)ccc1NC1CCN(Cc2ccccc2)C1 (stereo unspecified)
    -74.4*	-3.7%	-17.0%	-27.5	-2.0%	-4.0%	-0.9%	7.4%
O=c1cc(COc2ncnc3c(Cl)cc(Cl)cc23)nc2sccn12
    -2.7	1.8%	-9.3%	2.8	-2.5%	-2.3%	5.0%	-1.5%
Cc1ccc(S(=O)(=O)N2CC3C(=O)C[C@@H](c4ccccc4)N(S(=O)(=O)c4ccc(CCCOCCOCCNC(=O)OC(C)(C)C)cc4)C3CC2c2ccccc2)cc1 (stereo partly specified)
    16.6	-2.1%	17.4%	7.5	-2.9%	u	-3.7%	0.0%
Cc1nnc(SCC(=O)Nc2ccccc2)[nH]c1=O
    -9.0	-3.1%	-25.0%	7.9	-11.3%	14.9%	10.5%	-11.6%

Shown with tabs: part of the list above
Compound	DRD3 antagonist	EPAC2 antag	TDP43 rescue	D3 ag	Abeta rescue	FUS yeast rescue	EPAC2 ag	aSyn yeast inh
CCN(CC(=O)NCc1ccc(Cl)cc1)C(=O)c1cnc(Cl)c(Cl)c1	-10.2	3.0%	-14.5%	5.5	-23.1%	-1.7%	2.2%	1.5%
Cc1cc(N2CCN(C(=O)c3ccco3)CC2)n2ncnc2n1	-9.7	10.9%	9.6%	-6.3	1.2%	4.2%	6.0%	1.8%

The list continues.
Every second line gives: DRD3 antagonist	EPAC2 antag	TDP43 rescue	D3 ag	Abeta rescue	FUS yeast rescue	EPAC2 ag	aSyn yeast inh
Clc1ccccc1/C=N/N1CCN(Cc2ccccc2)CC1
    -23.0	3.1%	-12.3%	-17.5	-0.6%	-15.7%	u	-0.2%
Cc1ccc(-c2cc3ncc4c(n3n2)-c2cc(F)ccc2OC4)cc1
    x	x	-0.7%	2.8	-18.4%	-7.5%	x	x
Nc1cccc(O)c1
    5.1	-20.3%	18.8%	2.0	-9.3%	-21.8%	8.9%	2.6%
O=C(NCc1cccnc1)c1cc(C2CCCCN2C(=O)c2cccs2)on1 (stereo unspecified)
    0.0	-4.3%	-7.5%	-1.7	-21.4%	-1.1%	7.2%	-1.8%
CN(CCOc1ccc(Cl)cc1)C(=O)c1cc(-c2ccco2)nc2ccccc12
    17.1	-9.5%	17.9%	42.0*	-66.6%[inhibitor]	9.2%	0.6%	-44.4%[inhibitor]
Cc1cc2oc(=O)cc(CN(C)Cc3ccccc3Cl)c2cc1C
    -17.7	-18.6%	-32.3%[inhibitor]	-9.9	-26.5%	0.0%	7.7%	-25.6%
CC(C)COc1ccc(C(=O)N(CC(=O)Nc2ccccc2C(F)(F)F)Cc2ccco2)cc1
    7.9	-3.9%	23.3%	8.9	4.8%	43.4%	-3.1%	0.4%
COC(=O)Cn1c2ccc(OC)cc2c2nc3ccccc3nc21
    15.2	5.2%	25.4%	-2.6	31.7%	19.2%	-0.9%	2.6%
Cc1c(Cl)cccc1NC(=O)c1ccc(-n2ccnc2)nc1
    -18.3	8.0%	u	0.4	8.0%	-7.1%	-5.1%	2.9%
O=C(c1ccc(Cl)nc1)N1CCN(S(=O)(=O)c2ccc3c(c2)OCCO3)CC1
    -4.9	-3.5%	5.8%	0.9	-5.0%	15.2%	4.2%	3.8%
C=C[C@]1(C)C=C2C(=O)C[C@H]3C(C)(C)CCC[C@]3(C(=O)O)[C@@]2(O)CC1
    6.6	0.6%	u	1.1	17.7%	-14.1%	-0.9%	-0.6%
Cc1ccc(C2CCN(C(=O)Nc3ccc(Cl)cc3)C2)cc1 (stereo unspecified)
    x	x	25.9%	4.7	11.2%	-9.3%	x	x
COc1ccc(NC(=O)CN(C)S(=O)(=O)c2ccc3c(c2)NC(=O)CS3)cc1
    -14.9	17.1%	-21.4%	0.7	-5.7%	17.1%	13.5%	-6.5%
CC1(c2cccc(Br)c2)NC(=O)N(CC(=O)Nc2ccc(N3CCCCC3)cc2)C1=O (stereo unspecified)
    -13.6	-20.3%	-2.3%	-6.8	2.7%	9.3%	26.2%	-1.7%
Cc1ccc(C2=NN(C(=O)c3ccco3)C(O)(C(F)(F)F)C2)cc1 (stereo unspecified)
    -14.2	-20.6%	14.7%	0.6	14.9%	7.8%	4.8%	12.6%
O=C(Nc1ccc2c(c1)OCCO2)c1cnc2ccccn2c1=O
    4.3	9.5%	-11.3%	8.9	9.0%	-0.9%	-11.4%	3.3%
CC1(c2ccccc2Cl)NC(=O)N(CC(=O)N2CCc3ccccc3C2)C1=O (stereo unspecified)
    u	-2.9%	-15.1%	1.8	2.6%	16.4%	9.3%	6.4%
COC(=O)C(C)Nc1cccc(Br)c1 (stereo unspecified)
    -11.8	-4.2%	1.6%	3.5	-6.9%	-26.1%	9.1%	-15.6%
CSc1ccccc1C(=O)NCc1ccc(C)cc1
    10.2	-13.1%	6.9%	-0.3	-5.7%	-2.6%	4.5%	-1.0%
Cn1c(=O)c2c(nc(NCCOc3ccc(C(C)(C)C)cc3)n2C)n(C)c1=O
    18.7	11.2%	-11.8%	1.5	6.7%	-22.7%	-0.1%	-1.7%
O=C(Cn1c(-c2cccs2)cc2cc(Cl)ccc21)N1CCN(c2ccccc2)CC1
    x	x	3.2%	-1.8	-7.1%	-6.5%	x	x
CC(C)(C)S(=O)(=O)c1cnc2c(-c3ccsc3)cnn2c1N
    5.0	11.9%	21.0%	5.4	-14.9%	6.5%	-2.6%	0.0%
COc1cc2c(cc1OC)n(CC(=O)c1cccc(Cl)c1)c(=O)n1nc(CCn3nc(C)cc3C)nc21
    x	x	5.3%	9.7	-45.0%[inhibitor]	1.7%	x	x
CCOC(=O)c1c(S(=O)(=O)N2CCC(C(=O)Nc3cccc(C)n3)CC2)c(C)n(C)c1C
    x	x	16.5%	-0.6	3.8%	-12.8%	x	x
Cc1cc(C)c2c(NC(N)=S)n[nH]c2n1
    13.2	3.2%	15.3%	1.2	4.2%	0.6%	3.8%	6.3%
CN(C)c1ccc(-c2cc3ccccc3c(=O)o2)cc1
    9.2	93.8%[activator]	14.1%	4.7	-9.3%	-9.5%	100µM*	-7.4%
Cc1cc(C)c(C)c(S(=O)(=O)Nc2ccccc2C(=O)O)c1C
    8.3	u	-14.7%	3.7	-7.2%	13.1%	1.6%	-19.2%
CN(C)S(=O)(=O)c1ccc(-c2ccccc2)cc1
    u	-2.7%	20.8%	-0.9	4.3%	0.9%	-0.3%	1.5%
Cc1ccc(C(=O)OCC(=O)N2CCC(c3ccccc3)=N2)cc1
    11.8	-3.7%	11.4%	-17.1	-9.1%	-2.2%	17.0%	8.0%
O=C(CN1C(=O)c2ccccc2C1=O)OCc1nc2ccsc2c(=O)[nH]1
    4.2	-0.3%	6.6%	-2.1	-13.1%	-26.0%	11.4%	-2.9%
O=C(CC1C(=O)NCCN1C/C=C/c1ccccc1)NCCc1cnccn1 (stereo unspecified)
    21.1	5.7%	11.6%	7.9	2.5%	x	-2.0%	-0.5%
COCCNC(=O)C1(C)CCCN(Cc2cc(C)ccc2C)C1 (stereo unspecified)
    18.8	-11.5%	17.4%	11.6	-5.0%	-19.1%	5.0%	-1.4%
O=C(NC1CCCC1)C(c1ccccc1)N(C(=O)c1ccco1)C1CCCC1 (stereo unspecified)
    -15.1	-0.3%	-14.7%	-10.8	9.4%	14.1%	10.1%	1.5%
CCOc1ccccc1NC(=O)CCNS(=O)(=O)c1cccc2nsnc12
    -9.2	-9.6%	-11.8%	-5.1	-25.3%	-12.8%	7.3%	-2.2%
COc1ccc(CCNC(=O)c2cccc(Br)c2)cc1OC
    7.7	2.5%	u	4.1	4.8%	-6.6%	7.8%	3.7%
O=C(CN1CCN(C(=O)c2ccc(OCc3cn4ccccc4n3)cc2)CC1)Nc1cccc(F)c1
    7.0	1.5%	-20.5%	-4.7	-0.8%	29.8%	1.6%	-4.5%
NCCNc1ccc([N+](=O)[O-])c(NC2CC2)c1
    -3.3	-5.9%	17.8%	-10.9	-6.4%	5.9%	-7.2%	-6.8%
